Source: PubChem
hIAP block = human IAP inhibition; inhibition, % at 10 µM; AID 2544; purified IAP, CDP-Star luminescence, 30 min; 0.12% of 330,000 active;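 active = inhibition reaching a set limit with compound at 10 µM in the primary screen, cut at about 35% in these data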;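 note: plate controls were DMSO wells with enzyme for no effect and no-enzyme buffer wells for full effect; values of inactives mirror those of a sister screen read the other way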
Target sequence (P09923 whole entry, looked up): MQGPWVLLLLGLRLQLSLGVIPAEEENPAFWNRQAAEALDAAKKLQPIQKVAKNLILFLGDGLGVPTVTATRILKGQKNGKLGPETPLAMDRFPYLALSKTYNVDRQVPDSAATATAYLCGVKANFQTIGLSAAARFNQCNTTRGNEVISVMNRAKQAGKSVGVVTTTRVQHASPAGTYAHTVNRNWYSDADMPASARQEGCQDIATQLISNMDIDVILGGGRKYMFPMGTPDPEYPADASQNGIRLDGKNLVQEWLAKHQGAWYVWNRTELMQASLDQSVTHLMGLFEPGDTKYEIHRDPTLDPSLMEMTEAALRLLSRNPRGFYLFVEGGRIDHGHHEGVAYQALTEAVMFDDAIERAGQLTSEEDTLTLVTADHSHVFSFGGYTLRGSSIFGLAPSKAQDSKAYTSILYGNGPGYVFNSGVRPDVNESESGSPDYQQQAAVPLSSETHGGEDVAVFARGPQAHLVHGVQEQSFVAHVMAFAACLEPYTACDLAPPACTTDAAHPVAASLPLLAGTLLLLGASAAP
MIN6 prolif = inducers of beta-cell replication in MIN6 cells; MIN6 cells proliferation, ATPlite luminescence, 48 h; cells starved in 0.2% serum; 100% = growth in 10% serum; proliferation, % at 10 µM; 0.29% of 330,000 active; AID 2380;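 active = compounds whose signal lies at least 3.5 SD above the mean of all wells on their plate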;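 note: 0% = DMSO-treated cells in low-serum medium and 100% = 10% serum control; some compounds called inactive have numbers as strong as hits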
mIAP block = mouse IAP inhibition; AID 2806; 0.2% of 330,000 active; inhibition, % at 10 µM; purified mouse IAP, CDP-Star luminescence, 30 min;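 active = inhibition of at least 40% at 10 µM in the primary screen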;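 note: plate controls were DMSO with enzyme for no effect and no enzyme wells for full effect; values of inactives mirror those of a sister screen read the other way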
hIAP act = human IAP activation | P09923 | purified human IAP, CDP-Star luminescence, 30 min; active compounds read high; 1 = vehicle-only enzyme, 0 = enzyme-free background | activation factor at 10 µM | 0.16% of 330,000 active;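 active = activation factor of the enzyme at least 2-fold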; note: the source names both 10 and 20 µM as test concentration; values of inactives mirror those of a sister screen read the other way
A3G deaminase = inhibitors of human APOBEC3G DNA deaminase | Q9HC16 | recombinant A3G, ssDNA deamination FAM/TAMRA fluorescence | inhibition, % at 20 µM | 0.28% of 330,000 active;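 active = inhibition of at least 40% at 20 µM, with no more than 30% in the related APOBEC3A deaminase screen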;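 note: plate controls were DMSO wells with A3G for no effect and wells lacking A3G enzyme for full effect; some compounds called inactive have numbers as strong as hits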
Target sequence (Q9HC16 whole entry, looked up): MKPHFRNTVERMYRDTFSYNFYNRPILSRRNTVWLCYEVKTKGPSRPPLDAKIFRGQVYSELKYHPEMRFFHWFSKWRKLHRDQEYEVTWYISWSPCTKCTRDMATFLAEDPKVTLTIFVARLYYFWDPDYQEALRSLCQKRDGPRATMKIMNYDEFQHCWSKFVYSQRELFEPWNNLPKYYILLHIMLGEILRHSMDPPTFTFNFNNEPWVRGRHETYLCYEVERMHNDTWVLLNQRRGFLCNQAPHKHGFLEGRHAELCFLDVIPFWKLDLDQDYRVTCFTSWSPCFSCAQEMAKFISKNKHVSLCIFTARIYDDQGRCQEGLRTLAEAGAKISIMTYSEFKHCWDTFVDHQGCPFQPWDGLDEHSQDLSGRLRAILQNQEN
APOBEC3A inh = human APOBEC3A DNA deaminase inhibition; recombinant A3A, FAM/TAMRA ssDNA deamination fluorescence; inhibition, % at 20 µM; 0.41% of 330,000 active;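 active = at least 40% inhibition at 20 µM here, with at most 30% in a related deaminase screen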;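 note: plate controls were A3A with DMSO for no effect and wells lacking A3A enzyme for full effect; some results filed as inactive read as strong as hits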
Target sequence (P31941 whole entry, looked up): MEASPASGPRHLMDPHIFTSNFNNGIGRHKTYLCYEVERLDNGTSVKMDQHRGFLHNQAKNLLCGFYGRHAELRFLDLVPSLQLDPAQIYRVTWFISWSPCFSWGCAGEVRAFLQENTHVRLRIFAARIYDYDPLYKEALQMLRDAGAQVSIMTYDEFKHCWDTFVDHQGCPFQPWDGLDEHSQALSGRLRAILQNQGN
NR3A LBD binder = modulators (binders) of human NR3A ligand-binding domain; AID 1259313; 2.5% of 340,000 active; NR3A LBD differential scanning fluorimetry, Tm shift; 0% = protein alone, 100% = glycine-bound protein; Tm shift relative to glycine control, % at 25 µM;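 active = melting temperature shift of at least 10% of the positive control shift, at one fixed dose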
mIAP act = mouse IAP activation; AID 2805; muIAP, CDP-Star luminescence, 30 min; active compounds read high; 1 = vehicle-only enzyme signal, 0 = enzyme-free wells; activation factor at 10 µM; 0.24% of 330,000 active;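 active = activation factor of at least 2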; note: the source names both 10 and 20 µM as test concentration; values of inactives mirror those of a sister screen read the other way
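Assay system: mouse IAP enzyme; Reagent: CDP-Star chemiluminescent phosphatase substrate; Compound: DMSO-dissolved test compounds; Incubation: 30 min, room temperature; Technique: luminescence from enzymatic CDP-Star hydrolysis; Controls: DMSO-only wells and no-enzyme negative control.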
MPTP block = permeability transition pore inhibition; isolated mouse mitochondria, Ca2+ swelling absorbance, 30 min; inhibition, % at 10 µM; 1.4% of 360,000 active;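 active = inhibition of 50% or more, scaled per plate between neutral and stimulator controls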;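 note: 0% = DMSO wells given calcium and 100% = 1 mM EGTA wells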
Active calls of the source: *.

SMILES	hIAP block	MIN6 prolif	mIAP block	hIAP act	A3G deaminase	APOBEC3A inh	NR3A LBD binder	mIAP act	MPTP block
CN(CC1CCOCC1)C(=O)CC1C(=O)NCCN1Cc1ccccc1F (stereo unspecified)	-14	3	-2	1.1	-5	-1	1	1	-0.2
COc1ccc(-c2nnc(SCC(=O)Nc3ccc4c(c3)OCCO4)n2N)cc1OC	-9	0	-6	1.1	1	3	1	1.1	1.3
CCn1nc(C(=O)NNC(=O)CCOc2cc(C)ccc2C)c2ccccc2c1=O	-61	-3	-4	1.6	-1	0	2	1	-0.7
COc1ccccc1N/C(=N/S(=O)(=O)c1ccc(Cl)cc1)c1ccccc1	9	-1	0	0.91	-3	4	0	0.99	-2.6
Cc1cccc(NS(=O)(=O)c2ccc3[nH]c(=O)cc(C(=O)OC(C)C(=O)Nc4ccc([N+](=O)[O-])cc4)c3c2)c1 (stereo unspecified)	-1	-2	6	1	-4	2	11*	0.94	2.9
C=CCNC(=O)c1c(CSc2ccc(Cl)cc2)noc1C(=O)NCCC	14	-5	2	0.85	-3	-3	-14	0.98	-0.6
CCC1CCc2sc(C(=O)NC3CCN(Cc4ccccc4)CC3)cc2C1 (stereo unspecified)	1	-7	-1	0.99	-4	0	2	1	76*
COc1ccc(/C=C/C(=O)Nc2cc(C)nn2-c2nc3ccccc3n2Cc2cccc([N+](=O)[O-])c2)cc1	1	0	8	0.99	3	2	-7	0.92	1.4
COC(=O)c1cscc1NC(C)=O	6	-1	2	0.94	-1	1	1	0.98	-2.7
CCC(=O)n1nc(-c2ccc(Cl)cc2)nc1SC	-3	-1	-2	1	-4	-3	3	1	-2.1
CS(=O)(=O)c1ccccc1C(=O)Nc1ccc(-c2nc3ccccc3o2)cc1	-7	-3	5	1.1	-5	-3	-3	0.95	-0.9
COC1CCN(C(=O)CC2C(=O)NCCN2CC(C)(C)C)CC1 (stereo unspecified)	-1	-4	-3	1	0	2	1	1	-0.3
Cc1cc(C(=O)N2CCC(C)CC2)on1	12	-2	12	0.89	-6	2	1	0.88	0.8
O=C(OCCCc1cc2ccccc2c(=O)o1)N1CCOCC1	13	7.8*	-4	0.87	-4	0	1	1	0.0
Cc1cc(C)cc(-c2nnc(SCc3ccc(C(=O)O)cc3)o2)c1	4	-1	-2	0.96	-7	0	5	1	-1.7
Cc1ccccc1Oc1ccccc1N	-4	-1	4	1	-6	-2	-1	0.96	-0.1
CC(=O)N=c1sc2cc(C)ccc2n1C	-5	-1	-18	1.1	-2	0	0	1.2	-0.2
Clc1ccc(OC2CCN(Cc3nc(CC4CC4)no3)CC2)cc1	-3	0	5	1	-2	2	1	0.95	-0.7
Cc1cccc(NC(=O)c2cc(S(=O)(=O)N3CCCCC3)ccc2Cl)n1	-5	0	9	1.1	0	-2	0	0.91	-2.5
CCCCn1c(CNC(=O)Cc2ccccc2)nc2ccccc21	2	0	-11	0.98	-12	-2	-4	1.1	-0.9
Cc1ccccc1-c1nc2ccccc2[nH]1	16	-1	2	0.84	-5	-1	-4	0.97	-2.2
Cc1nccc(-c2ccc(-n3cnc4ccccc43)cc2)n1	-14	3	-1	1.1	-5	-8	-1	1	-1.4
Cc1ccc(Cl)cc1NC(=O)CN1C(=O)NC(C)(C2CC2)C1=O (stereo unspecified)	-16	-4	-7	1.2	3	2	-2	1.1	1.1
CC(C)OC(=O)c1cccnc1SCC(=O)N(C)c1ccccc1	2	0	8	0.98	-8	-1	0	0.92	-0.4

An excerpt from above in order of SMILES length, falling:
SMILES	hIAP block	MIN6 prolif	mIAP block	hIAP act	A3G deaminase	APOBEC3A inh	NR3A LBD binder	mIAP act	MPTP block
Cc1nccc(-c2ccc(-n3cnc4ccccc43)cc2)n1	-14	3	-1	1.1	-5	-8	-1	1	-1.4
Cc1ccccc1-c1nc2ccccc2[nH]1	16	-1	2	0.84	-5	-1	-4	0.97	-2.2
CC(=O)N=c1sc2cc(C)ccc2n1C	-5	-1	-18	1.1	-2	0	0	1.2	-0.2

Next structures
SMILES	hIAP block	MIN6 prolif	mIAP block	hIAP act	A3G deaminase	APOBEC3A inh	NR3A LBD binder	mIAP act	MPTP block
CCOC(=O)C1(CCCc2ccccc2)CCN(C(=O)C2CCCN(C(N)=O)C2)CC1 (stereo unspecified)	6	-1	2	0.94	-1	0	0	0.98	2.2
Cc1ccc(CC(=O)OCC(=O)NC2CCCC(C)C2C)cc1C (stereo unspecified)	3	-3	5	0.97	-3	-2	0	0.95	-0.6
Cn1c(=NC(=O)CCS(=O)(=O)c2ccccc2)sc2cc(F)ccc21	6	0	18	0.94	-4	-2	3	0.82	0.3
COc1cc(C)c(NC(=O)Cc2ccsc2)cc1OC	-1	-1	-10	1	7	4	-1	1.1	-2.1
O=C(NN1C(=O)C2C3C=CC(C3)C2C1=O)C(O)c1ccccc1 (stereo unspecified)	-13	-1	-10	1.1	-7	-3	0	1.1	-1.6
O=C(CSc1nncn1-c1ccccc1)NC1CCCCC1	-22	-2	-10	1.2	-2	3	-1	1.1	1.0
O=c1cnnc(Nc2cccc(C(F)(F)F)c2)[nH]1	-3	-1	1	1	15	-2	-2	0.99	0.7
CN(C)C(CNC(=O)C1CCCN1C(=O)c1cccs1)c1ccccc1 (stereo unspecified)	0	-4	0	0.99	-8	-5	0	1	-0.5
CC(=O)Nc1ccc(S(=O)(=O)N2CCC(C(=O)NCCC(=O)NCc3ccccc3)CC2)cc1	0	-5	-6	1	20	3	0	1.1	-0.2
Cc1cc(C(=O)N/N=C/c2c(C)nn(-c3ccccc3)c2C)n[nH]1	-2	-2	-7	1	0	0	-1	1.1	0.0
Cc1cc(OCc2cc(C(=O)NCc3cc(C(C)C)no3)no2)cc(C)c1Cl	-51	-6	8	1.5	2	-3	-6	0.92	0.0
COc1cc(C)c(S(=O)(=O)NCCCn2ccnc2)cc1C	16	-2	7	0.84	-1	2	-1	0.93	0.8
C=CCOC(=O)C1=C(C)NC(=O)NC1/C=C/c1ccccc1 (stereo unspecified)	2	-1	0	0.98	-3	-2	0	1	-6.4
N#Cc1cc(S(=O)(=O)N2CCOCC2)ccc1N1CCOCC1	-16	-2	-6	1.2	-7	-6	2	1.1	-0.3
CS(=O)(=O)N1CCCC(C(=O)Nc2ccccc2F)C1 (stereo unspecified)	4	-4	1	0.96	-1	0	1	0.99	0.8
Cc1ccc(C)c(NS(=O)(=O)c2ccc(-c3ccc(=O)[nH]n3)o2)c1	0	-2	-7	1	-2	-1	1	1.1	-2.0
CCOc1ccc(S(=O)(=O)N2CCOCC2)cc1[N+](=O)[O-]	-1	-5	-8	1	1	2	-1	1.1	-0.5
COc1ccc(S(=O)(=O)N(C)C[C@H]2Oc3ccc(NS(=O)(=O)c4ccc(F)cc4)cc3C(=O)N([C@H](C)CO)C[C@@H]2C)cc1	-4	3	-2	1	-6	-1	-9	1	-0.9
O=C(NCc1ccccc1)C(=O)NCC1OCCN1S(=O)(=O)c1ccc2c(c1)OCCO2 (stereo unspecified)	-6	2	3	1.1	0	-3	-4	0.97	0.2
COC(=O)c1ccc(N(CC(=O)NC2CCCC2)C(=O)c2ccc(C)s2)cc1	5	-4	-8	0.95	-4	3	-3	1.1	2.4
COC(=O)CCC(=O)Nc1ccc(S(=O)(=O)Nc2nc(C)cc(C)n2)cc1	-10	3	8	1.1	-7	-6	-2	0.92	0.5
Cc1ccccc1OCCC(=O)OCC(=O)NNC(=O)c1cccs1	-2	-3	20	1	-4	3	2	0.8	0.4
CCN(CC)C(=O)c1sc(N)c(C#N)c1C	-9	-1	-1	1.1	-5	-3	-1	1	-2.2
Cc1nc2c(c(C)nn2-c2ccccc2)c(C)c1C	10	0	-2	0.9	3	0	0	1	3.0
CC(O)CNc1nc2ccccc2n1CC(=O)NC12CC3CC(CC(C3)C1)C2 (stereo unspecified)	-19	0	-3	1.2	-11	13	-2	1	0.5
CCn1c(-c2ccc(Cl)cc2)n[nH]c1=S	-24	-3	-5	1.2	54*	-2	1	1.1	3.2
COc1ccc(CNS(=O)(=O)CCNC(=O)c2cccc(OC)c2)cc1	-3	-2	2	1	-6	-2	1	0.98	-1.9
COc1ccc(CN2CCCC(N3CCN(c4ccc(OC)cc4)CC3)C2)cc1 (stereo unspecified)	-6	-1	-3	1.1	-8	-3	-1	1	0.2
Cc1ccnn1-c1ccc(C(=O)OCC(=O)Nc2ccc(F)cc2)cc1	-13	-1	-3	1.1	-5	2	-3	1	0.4
CC(=O)c1ccc(NC(=O)CCNS(=O)(=O)c2cccc3nonc23)cc1	-6	-1	-3	1.1	-2	1	2	1	-0.1
O=C(N/N=C\c1ccc(Cl)s1)c1ccc(Cn2cccn2)o1	1	0	-3	0.99	1	2	1	1	0.3
Cc1cc(C(=O)Nc2cccnc2)cs1	16	-1	0	0.84	-8	-3	1	1	-0.1
COC(=O)c1ccccc1S(=O)(=O)N(Cc1ccco1)Cc1cc2cc(OC)ccc2[nH]c1=O	10	3	-3	0.9	-1	2	2	1	-1.5
C=CCNC(=S)Nc1ccc(Cl)cc1F	-5	-2	-13	1.1	-6	-2	-1	1.1	-3.6
CCN(CC)CCCNC(=O)CCC(=O)NNc1nc2ccccc2c2nc(C)nn12	0	1	14	1	-9	-7	0	0.86	0.5
COc1ccc(/C=C2\Sc3ccc(C(=O)NCc4cccnc4)cc3N(C)C2=O)cc1OC	6	-3	6	0.94	-5	-3	-2	0.94	7.1

Four compounds from above, sorted by the number in mIAP block, largest number first.
Compound	mIAP block
Cc1cc(C(=O)N2CCC(C)CC2)on1	12
COc1ccc(/C=C2\Sc3ccc(C(=O)NCc4cccnc4)cc3N(C)C2=O)cc1OC	6
Cc1cc(C(=O)Nc2cccnc2)cs1	0
Cc1cc(C)cc(-c2nnc(SCc3ccc(C(=O)O)cc3)o2)c1	-2

Next part.
SMILES	hIAP block	MIN6 prolif	mIAP block	hIAP act	A3G deaminase	APOBEC3A inh	NR3A LBD binder	mIAP act	MPTP block
CC1CCCC(NC(=O)c2ccc3c(=O)n(CC4CCCO4)c(=O)[nH]c3c2)C1C (stereo unspecified)	0	-3	3	1	-8	3	3	0.97	0.0
COCCNC(=S)N(CCc1c(C)[nH]c2ccc(C)cc12)Cc1ccco1	5	-2	-7	0.95	-8	-2	-7	1.1	0.1
NS(=O)(=O)c1ccc(CNC(=O)c2ccc3ccccc3n2)cc1	8	-1	-3	0.92	-8	-4	0	1	-1.3
O=C1CC(C(=O)Nc2ccccc2)S/C(=N\N=C\c2ccco2)N1 (stereo unspecified)	21	0	2	0.79	-4	0	3	0.98	0.4
Cc1ccccc1-n1ncc2c1CC(C)(C)CC2NC(=O)CCCN1CCCC1=O (stereo unspecified)	-1	-3	2	1	2	-1	-1	0.98	-1.0
Cc1cccc(NC(=O)CSCc2cc(=O)n3c(C)csc3n2)c1C	-7	-1	-10	1.1	-8	-5	-2	1.1	0.0
O=C(O)c1cc(Cl)ccc1OS(=O)(=O)c1ccc(Cl)s1	-10	1	-6	1.1	-3	0	3	1.1	6.1
NC(=O)[C@H]1CC2(CC(c3cccc(NC(=O)COc4ccc(Cl)cc4)c3)=NO2)CN1C(=O)CC(c1ccccc1)c1ccccc1 (stereo partly specified)	11	-8	6	0.89	-5	-3	-16	0.94	0.9
CC(C)(C)C1CCc2[nH]c3ccccc3c(=O)c2C1 (stereo unspecified)	-13	-5	-9	1.1	5	0	-2	1.1	-4.2
N#CCCN1CCNCC1	0	0	-17	1	4	4	0	1.2	3.8
CCOC(=O)C1(Cc2ccc(OC)cc2)CCN(C(=O)C2=CCCC2)CC1	-20	0	-9	1.2	-5	1	0	1.1	1.2
CC1CCN(C(=O)c2ccc(NS(C)(=O)=O)cc2)CC1	2	-2	-11	0.98	-5	-4	-4	1.1	8.2
CCOC(=O)c1nnn(-c2nonc2N)c1CN1CCc2ccccc2C1	14	1	4	0.86	-2	-2	0	0.96	1.7
